Nrf2 ARE act: activators of Nrf2 (ARE) signaling; actives 0.31% (n = 410,000); AID 624171; Potency, µM (doses to about 46.1 µM), for inactives: at the top dose activation, actives largely listed as activators; AREc32 ARE-luciferase reporter (MCF7-derived line), luminescence, 24 h; further: potency means the concentration at half of the fitted maximal effect; % of control where 0% means no effect; nearly all actives have a fitted effect of over 65% in size
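Luciferase luminescence (Steady-Glo, 30 min at room temperature) served as the read-out of ARE activation in AREc32 cells treated with compounds for 24 hr at 37 deg C.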
Nrf2 inh: Nrf2 pathway inhibition. AID 504444. actives 2.1% (n = 360,000). Potency, µM (series often up to 46 µM), inactives show at the top dose activity change, negative = inhibition, actives largely listed as inhibitors. A549 ARE-Fluc reporter, luciferase luminescence, 18-24 h; further: potency means the concentration at half of the fitted maximal effect; on the % scale 0 is the no-effect control and ±100 the full control effect; nearly all actives have a fitted effect of over 60% in size
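In this cell-based qHTS, ARE-driven firefly luciferase in A549 cells reports Nrf2 activity; the luminescent signal after BugLite lysis is the measured value, with a prior CellTiter-Fluor read for cell health.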
S2 tox: viability counter-screen for ATXN expression inhibitors; S2 cells (HEK-293 line with an ATXN2-luciferase reporter) viability, CellTiter-Fluor protease fluorescence, 24 h; Potency, µM (doses to about 56.7 µM), usual class: cytotoxic; actives 0.49% (n = 400,000); AID 651635; further: potency means the concentration at half of the fitted maximal effect; nearly all actives have a fitted effect of over 40% in size
MmCpn inh: M. maripaludis TRiC chaperonin inhibition; purified Mm-Cpn ATPase, ADP Transcreener TR-FRET; Potency, µM (top dose mostly 76.9 µM), for inactives: top-dose activity, negative = inhibition, actives largely listed as inhibitors; actives 0.031% (n = 330,000); AID 504842; further: potency means the concentration at half of the fitted maximal effect; on the % scale 0 is the no-effect control and ±100 the full control effect; nearly all actives have a fitted effect of over 80% in size
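Purified archaeal chaperonin (25 nM final) was preincubated with compound for 10 min at 37°C, then ATP (10 uM final) was added for 30 min at 37°C in Tris pH 7.4/KCl/MgCl2/DTT buffer. ADP was quantified by HTRF Transcreener TR-FRET.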
pAkt inh: Akt phosphorylation inhibition; actives 0.32% (n = 360,000); AID 651550; activity change, % for hits at 50 µM; Neuro2A IGF-stimulated pAkt S473 HTRF, 20 min; stronger effect = lower value; in the data active means activity change below about -80%; inconclusive means mostly about -51% to -80%; further: on the % scale 0 is the no-effect control and ±100 the full control effect
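Neuro2A cells (4,500/well, DMEM with 0.5% FBS) were treated with compound at a single 50 µM final concentration, stimulated with 6 nM IGF for 20 min at 37 °C, and lysed. Phospho-Akt Ser473 was read by HTRF as 665/615 ratio ×10^4.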
A549 viability: A549 cytotoxicity, counter-screen for Nrf2 inhibitors; Potency, µM (titrated, usually from 46 µM), for inactives: top-dose activity change, negative = cytotoxicity, most hits filed as inhibitors; actives 0.16% (n = 390,000); AID 504648; A549 ARE-Fluc cells, CellTiter-Fluor viability, 18-24 h; further: potency means the concentration at half of the fitted maximal effect; on the % scale 0 is the no-effect control and ±100 the full control effect
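Cytotoxicity counterscreen: CellTiter-Fluor fluorescence was measured in A549 ARE_Fluc cells after 18-24 h of compound exposure in a concentration series. The subsequent BugLite luminescent read reports ARE-luciferase activity.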
CCT chaperon mod: modulators of cytosolic chaperonin (CCT/TRiC) activity. purified chaperonin ATPase assay, HTRF ADP detection, 30 min. actives 0.3% (n = 360,000). activity change, % (no concentration beside the values), hits read low; in the data active means activity change below about -30%; further: on the % scale 0 is the no-effect control and ±100 the full control effect
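Nucleotide hydrolysis assay: TRiC at 20–40 nM final (set by batch activity) with 10 uM ATP, 30 min at 37 °C, in presence of 76 uM compound. Detection by competitive ADP HTRF, 30 min ambient.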
HepG2 tox: counter-screen for TGF-b inhibitors: cytotoxicity in HepG2 cells. HepG2 CAGA-GFP viability, ATP luminescence, 18 h. Potency, µM (top dose mostly 46.1 µM), for inactives: top-dose activity change, negative = cytotoxicity, actives largely listed as cytotoxic. actives 0.76% (n = 410,000). AID 588856; further: potency means the concentration at half of the fitted maximal effect; some results filed as inactive show a strong effect at the top dose
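HepG2 CAGA-GFP cells (1000/well, DMEM with 1% FBS) received compound, then TGF-beta at 500 pg/mL final, and were incubated 18 hours at 37 degrees C. Viability was read by CellTiter-Glo luminescence. Media-only wells were set as complete cell-killing and DMSO as no toxicity.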
TGFb inhibitor: inhibitors of TGF-b signaling; HepG2 CAGA-GFP TGF-b/SMAD3 reporter, GFP fluorescence, 18 h; TGF-beta stimulated, 500 pg/mL final; Potency, µM (series often up to 46.1 µM), inactives show at the top dose activity, negative = inhibition, usual class: inhibitors; AID 588855; actives 1.2% (n = 410,000); further: potency means the concentration at half of the fitted maximal effect; on the % scale 0 is the no-effect control and ±100 the full control effect; nearly all actives have a fitted effect of over 65% in size
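Inhibition of TGF-beta-driven CAGA-GFP reporter expression in HEPG2 cells is measured by cellular GFP fluorescence after 18 h stimulation with 500 pg/mL recombinant TGF-beta in 1% FBS medium at 37 degrees C.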
* = called active by the depositor; i = inactive; ? = inconclusive; . = not tested or not shown; [ ] = remark or other dose. Unless noted, the call rests on the fitted dose curve; in most records, active means well fitted curve in the direction sought with a large enough effect; inconclusive means small, poorly fitted or top-dose-only effect, or another doubt; inactive means no such curve, though single readings can be large; an effect the other way counts as inactive or inconclusive.

Key to letters – A = Nrf2 ARE act; B = Nrf2 inh; C = S2 tox; D = MmCpn inh; E = pAkt inh; F = A549 viability; G = CCT chaperon mod; H = HepG2 tox; I = TGFb inhibitor
Cc1csc2ncc(C(=O)N3CCc4ccccc43)c(=O)n12
  A = -0.7%	B = 16%	C = .	D = .	E = i	F = -2%	G = 0.8	H = 0%	I = 1%

CCOC(=O)C1CCN(c2c(NCCC(C)C)c(=O)c2=O)CC1
  A = 0.3%	B = 5%	C = i	D = -3%	E = i	F = -1%	G = -13	H = -5%	I = 2%

Cn1c(=O)cc(SCC(=O)NCC2CCCO2)c2ccccc21 (stereo unspecified)
  A = -0.8%	B = ?	C = ?	D = 1%	E = i	F = -6%	G = -1.3	H = -98%	I = 0%

CCCC(=O)OCC(=O)Nc1ccc(N=Nc2ccccc2)cc1
  A = 0.6%	B = ?	C = i	D = 0%	E = i	F = -14%	G = -1.1	H = -5%	I = 17%

COc1ccc(CC(=O)NCC2CCCN(Cc3ccccc3Cl)C2)cc1 (stereo unspecified)
  A = 0.1%	B = 3%	C = i	D = 0%	E = i	F = -3%	G = 0.2	H = -16%	I = 3%

CC(=O)c1c(C)[nH]c(C(=O)Nc2ccc(Cl)c(S(=O)(=O)N3CCOCC3)c2)c1C
  A = 8.6%	B = ?	C = i	D = 2%	E = i	F = -6%	G = 0.6	H = -18%	I = -16%

O=S(=O)(c1ccccc1)N1CCCCC1CCc1ccccc1 (stereo unspecified)
  A = -0.3%	B = ?	C = i	D = .	E = i	F = 0%	G = 2.0	H = -29%	I = 16%

O=C(NCc1cccnc1)Nc1cccc([N+](=O)[O-])c1
  A = 7.2%	B = 1%	C = i	D = 0%	E = i	F = 11%	G = 0.5	H = 3%	I = 8%

CN(CC(=O)Nc1cccc(F)c1)C(=O)CCCc1c[nH]c2ccccc12
  A = 0.2%	B = 5%	C = i	D = 1%	E = i	F = -5%	G = -1.0	H = -16%	I = -1%

O=C(COC(=O)Cc1ccc(F)cc1)Nc1ccc(Cl)cn1
  A = -1.0%	B = ?	C = i	D = -3%	E = i	F = -2%	G = 0.5	H = -12%	I = -17%

O=C(N/N=C/c1ccccc1F)c1cc2c(ccc3ccccc32)o1
  A = -0.6%	B = ?	C = i	D = -1%	E = i	F = -5%	G = -0.1	H = 1%	I = -6%

O=C(CO/N=C/c1ccccc1)N1c2ccccc2Oc2ccccc21
  A = -0.3%	B = 3%	C = i	D = 1%	E = i	F = 2%	G = -0.5	H = -2%	I = 0%

COc1ccc(CCNC(=O)Cn2c(=O)n(-c3ccc(F)cc3)c(=O)c3sccc32)cc1OC
  A = 0.1%	B = -18%	C = i	D = -3%	E = i	F = -15%	G = -0.8	H = -15%	I = -2%

O=C(N[C@@H](Cc1ccccc1)C(=O)N[C@@H](Cc1ccccc1)C(=O)O)OCc1ccccc1
  A = -1.4%	B = -14%	C = i	D = -15%	E = i	F = 9%	G = -22	H = -14%	I = -3%

CCN(Cc1nc2cc(Cl)ccc2c(=O)[nH]1)C(=O)c1cccc(NC(=O)c2cccs2)c1
  A = 10%	B = ?	C = ?	D = -2%	E = i	F = -8%	G = 1.8	H = -57%	I = ?

O=C(NNC(=O)c1ccccc1F)c1ccc(S(=O)(=O)N2CCCCC2)cc1
  A = 0.2%	B = -1%	C = i	D = 1%	E = i	F = -2%	G = -3.9	H = 7%	I = 4%

Cc1nn(-c2ccccc2)nc1C(=O)c1c(C)[nH]n(-c2ccccc2)c1=O
  A = -0.1%	B = 21µM*	C = i	D = 0%	E = i	F = ?	G = -2.4	H = -26%	I = ?

CSc1cc(-c2ccccc2)n(Cc2ccc(Cl)cc2Cl)c(=O)c1C#N
  A = -0.4%	B = 21%	C = i	D = 1%	E = i	F = -5%	G = -0.9	H = 2%	I = 32%[activator]

CC(=O)Oc1ccccc1C(=O)Nc1ccccc1C(=O)N1CCCCC1
  A = -0.3%	B = 22%	C = i	D = 0%	E = i	F = 1%	G = -1.1	H = 4%	I = -5%

CC1CCCC(C)N1C(=O)CSc1nnc(NC(=O)Cc2cccs2)s1 (stereo unspecified)
  A = 0.6%	B = -7%	C = i	D = 1%	E = i	F = 3%	G = -1.7	H = -7%	I = 5%

CCc1ccc(NC(=O)CSc2nc(C)cs2)cc1
  A = 5.2%	B = .	C = i	D = .	E = i	F = .	G = -0.6	H = 10%	I = 9%

CN(C)S(=O)(=O)c1ccc(Cl)c(NC(=O)CSc2nnnn2-c2ccc(O)cc2)c1
  A = 0.1%	B = -24%	C = i	D = -5%	E = i	F = -12%	G = 1.4	H = 2%	I = 1%

CCOc1ccc(Br)cc1S(=O)(=O)Nc1cccnc1
  A = -0.1%	B = 4%	C = i	D = 0%	E = i	F = -8%	G = 0.3	H = -6%	I = 4%

O=C(CCN1C(=O)c2ccccc2C1=O)Nn1cnnc1
  A = -0.6%	B = 5%	C = i	D = 0%	E = i	F = -2%	G = 0.3	H = 11%	I = -17%

CCc1ccc(Cn2nnc3c(=O)[nH]c(C4CCCN(C(=O)c5cccc(Cl)c5)C4)nc32)cc1 (stereo unspecified)
  A = 4.8%	B = -15%	C = ?	D = .	E = .	F = -2%	G = .	H = -25%	I = ?

CCCNS(=O)(=O)c1ccc(CCC(=O)Nc2ccc3c(c2)OCCO3)cc1
  A = 7.5%	B = -21%	C = i	D = 1%	E = i	F = 0%	G = -0.4	H = -18%	I = -19%

O=C(NCCc1ccc(Cl)cc1)C1CCN(S(=O)(=O)c2ccc3[nH]ccc3c2)CC1
  A = 7.0%	B = .	C = i	D = .	E = .	F = 10%	G = .	H = -2%	I = 2%

COc1cc(OC)c(C(=O)NC2CC(C)(C)NC(C)(C)C2)cc1OC
  A = -0.1%	B = -11%	C = i	D = 0%	E = i	F = -6%	G = -2.6	H = -11%	I = -1%

COc1cccc(COC(=O)c2ccc(S(=O)(=O)N3CCC(C)CC3)cc2)c1OC
  A = 0.1%	B = -8%	C = i	D = 1%	E = i	F = 2%	G = -61*	H = -3%	I = 7%

O=C(Cn1c(=O)cnc2ccccc21)N1CCN(S(=O)(=O)c2cccc([N+](=O)[O-])c2)CC1
  A = 0.1%	B = -26%	C = i	D = 0%	E = i	F = 4%	G = -2.2	H = -1%	I = -6%

Cc1ccccc1OC(=O)c1cc(-c2ccc3c(c2)OCCO3)on1
  A = -0.9%	B = 6%	C = i	D = .	E = .	F = -1%	G = .	H = 1%	I = 1%

Cc1cc(C)n2nc(SCc3nc4ccccc4[nH]3)nc2n1
  A = -0.2%	B = -11%	C = i	D = 2%	E = i	F = 7%	G = 0.1	H = -5%	I = -1%

N#C/C(=C(/O)c1ccc([N+](=O)[O-])s1)c1nc2ccccc2[nH]1
  A = 9.3%	B = ?	C = i	D = 0%	E = i	F = -17%	G = -0.5	H = -35%	I = -31%

N#CC1=C2SCN(C3CCCCC3)CN2C(=O)CC1c1ccc(Br)cc1 (stereo unspecified)
  A = -0.6%	B = 9%	C = ?	D = .	E = .	F = -2%	G = .	H = -35%	I = -8%

C=CCSc1nnc(-c2cccc3ccccc23)o1
  A = 4.4%	B = -13%	C = i	D = -2%	E = .	F = 3%	G = .	H = -2%	I = -3%

CCOC(=O)NNc1cc(C(F)(F)F)ccn1
  A = 0.3%	B = 1%	C = i	D = -17%	E = i	F = 0%	G = 0.2	H = 3%	I = 16%

COc1cc(/C=N/n2c(-c3cc(C)[nH]n3)n[nH]c2=S)cc(OC)c1O
  A = -0.2%	B = 6%	C = i	D = -1%	E = i	F = 2%	G = -0.6	H = -10%	I = -19%

COc1cc(CO)c(Br)cc1OCC(N)=O
  A = 1.5%	B = 2%	C = .	D = 0%	E = i	F = 5%	G = 0.8	H = -16%	I = -3%

O=C(CCc1ccccc1)Nc1cc2c3c(c1)CCC(=O)N3CCC2
  A = 0.0%	B = -16%	C = ?	D = -2%	E = i	F = -3%	G = -1.6	H = 9%	I = 21%

COCc1cc(C(C)=O)ccc1OC
  A = 2.8%	B = 6%	C = i	D = -1%	E = i	F = -1%	G = 1.7	H = -7%	I = -1%

CCOc1ccccc1-n1c(SCC(=O)NCc2ccco2)nnc1-c1ccncc1
  A = -0.5%	B = 8%	C = i	D = 3%	E = i	F = -3%	G = -1.0	H = -7%	I = 5%

O=C(C[n+]1ccccc1)N/N=C/c1c(F)cccc1Cl
  A = 0.2%	B = 6%	C = i	D = 2%	E = i	F = 11%	G = 1.5	H = 1%	I = 1%

CC(=O)c1c(C)oc2ccc(N(C(=O)C3CCCCC3)S(=O)(=O)c3cc([N+](=O)[O-])ccc3C)cc12
  A = 0.1%	B = -3%	C = i	D = 0%	E = i	F = -1%	G = -3.8	H = 19%	I = -15%

CC1Oc2ccccc2N(CC(=O)c2ccccc2)C1=O (stereo unspecified)
  A = 0.3%	B = .	C = i	D = 0%	E = i	F = -2%	G = -0.5	H = -9%	I = 0%

3 compounds already listed, arranged by SMILES length, ascending.
Key to letters – A = Nrf2 ARE act; B = Nrf2 inh; C = S2 tox; D = MmCpn inh; E = pAkt inh; F = A549 viability; G = CCT chaperon mod; H = HepG2 tox; I = TGFb inhibitor
O=C(CCc1ccccc1)Nc1cc2c3c(c1)CCC(=O)N3CCC2
  A = 0.0%	B = -16%	C = ?	D = -2%	E = i	F = -3%	G = -1.6	H = 9%	I = 21%

N#CC1=C2SCN(C3CCCCC3)CN2C(=O)CC1c1ccc(Br)cc1 (stereo unspecified)
  A = -0.6%	B = 9%	C = ?	D = .	E = .	F = -2%	G = .	H = -35%	I = -8%

CCOc1ccccc1-n1c(SCC(=O)NCc2ccco2)nnc1-c1ccncc1
  A = -0.5%	B = 8%	C = i	D = 3%	E = i	F = -3%	G = -1.0	H = -7%	I = 5%

Screens: PubChem BioAssay, National Center for Advancing Translational Sciences (NCATS)
